RTF Ca sens act: cardiac RTF calcium sensitization | P19429+P45379 | IANBD-labeled TnC RTF fluorescence at EC20 calcium; 0% EC20 calcium, 100% full calcium | activation, % at 7.2 µM | actives 0.24% (n = 340,000) | AID 493008;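 active = activation above the mean over all tested compounds plus 3 SD, cut at about 30% in these data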;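 note: rise in fluorescence read as greater calcium sensitivity of cardiac thin filaments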
CAL PDZ FP-1: inhibitors of human CAL PDZ peptide binding; Q9HD26; purified CAL PDZ, TMR-peptide fluorescence polarization, 1 h; inhibition, % at 24.9 µM; actives 0.92% (n = 300,000); AID 602252;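 active = mean inhibition of at least 30% with at least half of replicates also reaching 30%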;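 note: 0% = DMSO neutral control and 100% = excess unlabeled competitor peptide PRC23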
PKA-R2B activ: activators of human PKA-R2B complex | P22694+P31323 | activation, % at 11.4 µM | actives 0.079% (n = 340,000) | PKA-R2B holoenzyme dissociation, Cy5-IP20 fluorescence polarization; R2B truncated from residue 108, S112A mutant; 0% DMSO only, 100% 113 µM cGMP | AID 504700;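 active = activation above a cutoff set at the mean over all compounds plus 3 SD, cut at about 18% in these data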;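 note: higher means more holoenzyme dissociation and a rise in polarization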
Target sequence (P31323 whole entry, looked up, other chains not shown, the tested form may be a part): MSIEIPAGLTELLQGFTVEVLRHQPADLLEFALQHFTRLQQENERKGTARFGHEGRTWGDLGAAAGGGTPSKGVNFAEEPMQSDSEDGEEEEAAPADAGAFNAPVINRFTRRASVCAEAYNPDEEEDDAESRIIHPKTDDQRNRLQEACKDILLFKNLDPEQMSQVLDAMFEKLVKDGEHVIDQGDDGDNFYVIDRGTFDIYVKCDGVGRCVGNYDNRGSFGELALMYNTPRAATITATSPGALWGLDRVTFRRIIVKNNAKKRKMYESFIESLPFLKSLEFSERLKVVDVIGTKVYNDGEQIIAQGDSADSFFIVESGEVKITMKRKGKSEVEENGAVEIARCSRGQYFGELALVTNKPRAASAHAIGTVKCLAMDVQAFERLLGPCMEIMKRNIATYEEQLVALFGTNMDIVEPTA
CAL PDZ FP-2: inhibitors of human CAL PDZ peptide binding. actives 0.02% (n = 330,000). AID 504414. inhibition, % at 20 µM. purified CAL PDZ, TMR-peptide fluorescence polarization, 1 h. Q9HD26;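 active = highest replicate inhibition of at least 40%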;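 note: plate controls were DMSO neutral control wells for no effect and unlabeled competitor peptide control wells for full effect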
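Material: tagged CAL PDZ domain; buffer or medium: 25 mM sodium phosphate pH 7.4, 150 mM NaCl, TCEP, IgG, Thesit; compound dosing: single point, 20 µM; schedule: 1 h incubation at room temperature before polarization reading; measured by: FP readout, S and P plane fluorescence; read-out basis: percent inhibition from loss of millipolarization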
SR-BI DiI-HDL act: enhances SR-BI lipid uptake from DiI-HDL | actives 0.096% (n = 320,000) | activation, % at 12.5 µM | AID 504775 | CHO ldlA[mSR-BI] cells, DiI-HDL uptake fluorescence, 3 h; 100 = double the neutral-control signal;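 active = mean replicate activation of at least 60% and every replicate at or above 60%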;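 note: 0% = median plate neutral-control signal and 100% = twice that signal; values of inactives mirror those of a sister screen read the other way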
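Test system: SR-BI-overexpressing, LDLR-lacking CHO cells; Also added: labelled HDL, 10 µg/mL; Measured by: bottom-read cell fluorescence after medium removal, ex 550/em 595 nm; Timing: 3 h uptake period with compound, 37 °C; Buffer or medium: F12, 0.5% BSA, 25 mM HEPES; Doses: single compound concentration, delivered by pin transfer.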
RTF Ca sens inh: cardiac RTF calcium desensitization. P19429+P45379. IANBD-labeled cardiac RTF, Ca2+ fluorescence. inhibition, % at 7.15 µM. actives 0.12% (n = 340,000);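 active = inhibition above the mean inhibition of all tested compounds plus 3 SD, cut at about 17% in these data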;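 note: assay run at fixed EC70 calcium of 1.6 mM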
Keap1 Nrf2 FP: Keap1-Nrf2 (human) interaction inhibition; AID 504523; Keap1 Kelch-Nrf2 peptide fluorescence polarization, 1536-well; actives 0.15% (n = 340,000); inhibition, % at 9.4 µM; in the data active = inhibition above about 12%;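 note: human Keap1 Kelch domain with fluorescein labeled Nrf2 9mer peptide probe; 0% = neutral control wells and 100% = peptide positive control; higher means more block of Keap1 binding to Nrf2 peptide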
Rtt109 HAT inh: C. albicans Rtt109 histone acetyltransferase inhibition; Q5AAJ8; purified Rtt109/Vps75, ThioGlo CoA-SH fluorescence, 4 h; inhibition, % at 34.9 µM; actives 0.16% (n = 330,000); AID 540336;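 active = inhibition of at least 50% in every replicate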
C-LANA FP: inhibitors of KSHV LANA C-terminal domain DNA binding. actives 0.078% (n = 340,000). inhibition, % at 9 µM. AID 504423. MBP-C-LANA/FAM-LBS DNA binding, fluorescence polarization;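 active = highest replicate inhibition at or above 60% at 9 µM, even if other replicates fall short; inactive = all replicates below 60% inhibition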;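 note: 0% = neutral control wells and 100% = 4 µM acridine orange control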
DAGLB inh: blocks human DAGLB lipase activity; Q8NCG7; HEK293T DAGLB membrane lysate, EnzChek fluorogenic substrate; inhibition, % at 5.17 µM; actives 0.059% (n = 340,000); in the data active = inhibition above about 34%;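 note: 0% = enzyme with vehicle and 100% = wells lacking enzyme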
Target sequence (Q8NCG7 whole entry, looked up): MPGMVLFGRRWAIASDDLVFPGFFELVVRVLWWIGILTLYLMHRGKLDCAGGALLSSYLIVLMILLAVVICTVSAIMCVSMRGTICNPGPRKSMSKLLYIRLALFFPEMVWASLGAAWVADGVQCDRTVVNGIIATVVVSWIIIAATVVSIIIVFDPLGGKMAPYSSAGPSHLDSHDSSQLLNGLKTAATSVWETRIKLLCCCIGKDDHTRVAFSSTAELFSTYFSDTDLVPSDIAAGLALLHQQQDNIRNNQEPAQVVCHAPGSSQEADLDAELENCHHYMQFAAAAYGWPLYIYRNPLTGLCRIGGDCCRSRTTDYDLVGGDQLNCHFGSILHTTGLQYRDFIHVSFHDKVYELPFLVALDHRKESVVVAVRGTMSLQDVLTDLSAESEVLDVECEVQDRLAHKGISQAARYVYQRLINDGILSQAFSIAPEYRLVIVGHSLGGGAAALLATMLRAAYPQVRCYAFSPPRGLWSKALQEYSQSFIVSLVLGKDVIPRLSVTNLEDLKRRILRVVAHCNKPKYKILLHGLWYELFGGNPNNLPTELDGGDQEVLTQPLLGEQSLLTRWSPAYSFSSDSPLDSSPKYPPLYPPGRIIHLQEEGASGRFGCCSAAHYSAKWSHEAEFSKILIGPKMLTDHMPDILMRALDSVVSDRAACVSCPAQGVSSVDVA
* hit, by the source's call; x = not tested or not shown; & = joins results of further samples. This is a random part of the collection; overall some 1.6% were active at least once.

SMILES	RTF Ca sens act	CAL PDZ FP-1	PKA-R2B activ	CAL PDZ FP-2	SR-BI DiI-HDL act	RTF Ca sens inh	Keap1 Nrf2 FP	Rtt109 HAT inh	C-LANA FP	DAGLB inh
O=C(Oc1cccc(NC(=O)c2ccco2)c1)c1ccc(Br)c(S(=O)(=O)N2CCCCC2)c1	15	-5	-3	-1.2	-21	-8	0	-8	-0.8	0
COC(=O)c1c(C(=O)OC)c(-c2ccc(C)cc2)n2c1CS(=O)C2 (centres undefined)	2	-1	6	-0.5	-5	-8	2	-21	1.2	-2
CCCOc1cc(C)c(S(=O)(=O)NCc2cccs2)cc1C	1	-1	-9	-5.1	2	-8	-9	-6	2.4	-10
CC1CCC(NC(=O)C2CCC(CNS(=O)(=O)c3cccc4nsnc34)CC2)CC1 (centres undefined)	2	x	-3	0.5	-17	-1	0	-8	-0.8	-5
CCOC(=O)c1ccc(NC(=O)NCCc2cnc[nH]2)cc1	-6	-1	-2	-1.0	8	0	-2	7	-3.8	1
O=c1c(C(c2ccccc2)c2c(O)sc3ccccc3c2=O)c(O)sc2ccccc12	3	-5	9	-1.1	29&-24	-1	-1	4&5	2.3	2
CCC(C)[C@H](NC(=O)C1CCN(C(=O)[C@H](Cc2ccccc2)NC(=O)OC(C)(C)C)CC1)C(=O)O (some centres undefined)	0	-3	4	x	16	-8	-4	4	-0.2	-3
CCCCNC(=O)CNC(=S)N(Cc1ccccc1F)C1CCCCC1	0	1	3	-0.9	11	9	-7	2	-0.2	0
CCc1cc(CNC(=O)C2CCC(=O)N(Cc3cccc(F)c3)C2)on1 (centres undefined)	1	8	-14	12	5	1	-3	1	-0.2	-3
COc1ccc(CC(=O)Nc2ccc(C(=O)Nc3ccccc3C(=O)O)cc2)cc1OC	1	-2	1	-9.0	-4	-9	0	-2	1.7	3
COc1cc(CNCCc2ccccc2)cc(Br)c1OCC(=O)Nc1ccccc1C	10	-1	-12	-9.3	-31	-8	-2	9	2.2	0
COc1ccc(NC(=O)CNC(=O)N2CC(=O)Nc3ccccc32)cc1OC	-4	-1	1	-2.4	-4	-2	-5	-6	-0.7	2
O=C(Nc1cccc2ccccc12)c1ccc([N+](=O)[O-])o1	0	-7	-1	-0.8	-14	-3	-4	7	0.5	-2
CC(C)CC(NC(=O)C1CCC(C)CC1)C(=O)N1CCN(c2ccccn2)CC1 (centres undefined)	5	x	2	-0.3	6	0	4	15	-0.2	-9
CCN1CCN(c2ccc(NC(=O)c3cccnc3)cc2Cl)CC1	-5	0	4	-0.2	2	6	1	-6	-0.5	2
COc1ccc(S(=O)(=O)Cc2ccc(C(=O)NC3CC3)o2)cc1	5	-2	-1	0.6	12	-10	3	-14	2.1	3
Cc1ccc(C(C(=O)NC2CCCCC2)N(C(=O)c2csnn2)c2ccccc2F)o1 (centres undefined)	-4	-2	8	-2.3	x	-5	2	-5	-1.0	-1
Cc1cc(/C=C2\SC(N)=NC2=O)c(C)n1-c1ccccc1	5	-2	2	-0.5	1	1	-5	5	0.6	-1
O=C(CN(Cc1ccccc1)S(=O)(=O)c1ccc(F)cc1)NCc1cccnc1	0	4	-7	-1.3	-4	-10	5	0	-0.8	-2
Cc1cccc(OCC(=O)Nc2cc(S(=O)(=O)N3CCCCC3)ccc2N2CCN(C)CC2)c1	-2	1	1	0.2	x	-15	-8	3	1.0	-1
NS(=O)(=O)c1ccc(NC(=O)c2ccc(COc3ccccc3)o2)cc1	6	-2	5	-1.8	-3	-17	-3	2	0.2	-2
OCC1(Cc2ccccc2)CCN(C2CCN(c3ccccc3F)CC2)CC1	14	-2	-3	-1.4	8	-16	-2	7	-2.2	-1
CC(/C=C/c1ccc(O)cc1)=N/O	3	-6	6	-0.2	30	6	-2	-16	1.1	-2
Cc1cccn2c(=O)c(C(=O)NCCCN3CC(C)CC(C)C3)c(O)nc12 (centres undefined)	3	-2	-6	-1.5	-13	-5	-4	0	-1.4	1
Cc1cc(C)n2nc(C(=O)N3CCCC(Nc4ccc(C(C)C)cc4)C3)cc2n1 (centres undefined)	17	0	2	-2.1	3	2	4	-6	1.3	-1
SMILES	RTF Ca sens act	CAL PDZ FP-1	PKA-R2B activ	CAL PDZ FP-2	SR-BI DiI-HDL act	RTF Ca sens inh	Keap1 Nrf2 FP	Rtt109 HAT inh	C-LANA FP	DAGLB inh
COc1cc(/C=C2/C(=O)ON=C2C)ccc1OCc1cccc(F)c1	2	40*	4	-0.9	-5	-1	3	6	2.9	4
Cc1cc(C)n(-c2ccc(C(=O)OC(C)C)cc2)n1	4	-2	-13	-2.4	-3	3	-1	x	-0.4	-4
Cc1cc(C)nc(-n2nc(C)c3c(C(F)(F)F)cc(=O)[nH]c32)n1	-1	0	11	-1.5	15	-8	0	-6	-1.0	2
CCCCN(C(=O)C1COc2ccccc2O1)c1c(N)n(CCC)c(=O)[nH]c1=O (centres undefined)	-1	-5	-4	0.0	6	-4	2	-6	14	3
Cc1cccc(N(C(=O)C(F)(F)F)C(C(=O)NC2CCCCC2)c2cccs2)c1 (centres undefined)	7	-2	4	-2.8	-12	-14	-2	-3	-2.4	-5
Cc1nn(-c2ccccc2)c2[nH]c(=O)c(CNCCN3CCOCC3)cc12	-2	-2	-4	-0.9	19	-14	1	-2	1.5	1
O=C(O)c1c(C(=O)N2N=C3/C(=C/c4ccccc4)CCCC3C2c2ccccc2)cccc1[N+](=O)[O-] (centres undefined)	-1	-1	-6	-2.5	5	16	0	24	-1.4	4
O=C(NCc1ccccc1Cl)c1cccc(NC2=NC3CS(=O)(=O)CC3S2)c1 (centres undefined)	8	x	-12	-0.8	-3	-7	-6	3	-0.1	0
Cc1ccc(SCc2cc(=O)[nH]c(N3CCOCC3)n2)cc1	-1	-1	2	-0.8	22	-12	-6	2	1.0	-2
CC(=O)N(C)c1ccc(OCC(O)CN(c2ccccc2C)S(=O)(=O)c2ccc(C)cc2)cc1 (centres undefined)	0	-4	-6	-2.9	-9	-13	-6	-6	-0.4	2
CCCNS(=O)(=O)c1ccc(OCC(=O)N2CCC(C(=O)OCC)CC2)cc1	2	-2	-11	-3.3	-16	-6	-2	-7	-1.9	0
Cc1cnc(C(=O)OCC(=O)Nc2ccc(Cl)cn2)cn1	-5	-3	-4	-1.6	5	-6	-2	-2	1.7	1
CCN(CC)Cc1cc(NC2=NS(=O)(=O)c3ccccc32)ccc1OC(=O)C(C)C	-5	-2	3	-0.7	25	-9	1	0	2.7	1
Cc1cc(-c2ccccc2N)n[nH]1	4	x	9	0.2	14	-5	-1	7	0.7	-2
Cc1c(NC2(C#N)CCCC2)c(=O)n(-c2ccccc2)n1C	-1	78*	-3	-0.7	8	4	-4	x	0.5	-2
COC(=O)c1cnc(SCc2ccc(Cl)cc2)n1C	4	2	-6	-1.0	-3	-2	-7	2	1.7	-14
O=C(CCN1C(=O)c2ccccc2C1=O)Nc1cccnc1	6	-2	11	-0.1	-3	-8	-1	-13	-1.3	3
COc1ccc(C(C(=O)Nc2ccc(C(C)C)cc2)N(C)C(=O)CNC(C)=O)cc1 (centres undefined)	0	-5	2	-1.4	17	0	-1	5	-2.5	-1
COc1cc(S(=O)(=O)N2CCN(C(=O)c3ccco3)CC2)ccc1Cl	-6	-4	-2	-0.4	5	2	-1	-7	0.2	2
O=C(O)C(Cc1c[nH]c2ccccc12)NS(=O)(=O)c1ccccc1 (centres undefined)	2	-2	-10	-3.3	3	11	-3	1	1.1	2
COc1ccc(Nc2nc(NN)nc(Nc3ccc(OC)cc3)n2)cc1	-2	2	-2	0.0	2	-8	-6	2	2.2	-1
O=C(/C=C/c1ccc(-c2ccccc2[N+](=O)[O-])o1)c1ccc(Br)cc1	10	x	-6	-1.6	-48	-6	3	-3	-0.1	-2
COc1cccc(-n2c(=O)[nH]cc(C(=O)Nc3ccc(NC(C)=O)cc3)c2=O)c1	-6	x	-5	-0.4	9	-6	-2	1	3.0	0
CC(NC(=O)c1ccc(CS(=O)(=O)c2ccc(Cl)cc2)o1)c1ccc2c(c1)OCCO2 (centres undefined)	-2	x	6	-3.0	-12	-8	-2	-8	0.3	0
NC(=O)c1cc[n+](Cc2ccccc2Cl)cc1	-11	2	-7	0.3	20	-8	0	-3	-3.4	2
SMILES	RTF Ca sens act	CAL PDZ FP-1	PKA-R2B activ	CAL PDZ FP-2	SR-BI DiI-HDL act	RTF Ca sens inh	Keap1 Nrf2 FP	Rtt109 HAT inh	C-LANA FP	DAGLB inh
Cc1cc2c3c(c1C)C1(C(=O)N3C(C)(C)CC2C)C(C#N)=C(N)OC2=C1C(=O)CC(C)(C)C2 (centres undefined)	-4	x	10	-0.9	41	-5	4	-32	-0.5	0
Cc1ccccc1NC(=O)c1cn(-c2ccccc2)nc1-c1ccccc1	-5	-1	4	-2.7	-70	-7	-4	x	2.3	-10
O=C(OCC#CCSc1nc2ccccc2s1)c1ccco1	5	x	-5	-1.7	2	-2	-2	-3	0.7	-8
O=C(Nc1nc2c(s1)COc1ccccc1-2)c1cccs1	-1	-4	-1	-1.5	-27	-6	2	-7	0.3	7
Cc1cccc(-c2ccc(C=Nc3c(C)n(C)n(-c4ccccc4)c3=O)o2)c1	3	x	3	-0.2	-4	-3	-2	-6	0.7	0
CC(C)C(=O)Nc1ccccc1Cc1ccccc1	0	-5	0	-0.5	20	0	0	3	0.8	-2
CCN(Cc1cc2ccccc2[nH]c1=O)C(=O)c1cccnc1	-2	-6	-6	x	8	-4	-2	-1	0.8	0
CCOC(=O)CN1NC2(CCCCCC2)NC1=S	-6	x	-4	-0.5	17	-8	-5	-4	41	-4
O=C(O)CN1C(=O)c2ccc(Oc3ccc4c(c3)C(=O)N(CC(=O)O)C4=O)cc2C1=O	-3	1	1	-0.6	x	-9	3	-4	-0.9	-2
CCN(CC)C(=O)c1c(C)[nH]c(=S)c(C#N)c1-c1ccco1	3	-1	-12	-0.8	18	1	0	7	0.8	4
O=C(NNC(=S)NC(=O)c1sc2ccccc2c1Cl)c1ccc(Cl)cc1	-3	1	-9	0.3	-18	5	-3	-3	0.9	5
CSc1ccc(-c2sc(Nc3ccccc3)n[n+]2-c2ccccc2)cc1	-6	1	-13	-21	-8	7	-6	-3	1.3	3
C[C@H](CO)N1C[C@H](C)[C@@H](CN(C)C(=O)NC2CCCCC2)Oc2c(NS(=O)(=O)c3ccccc3)cccc2C1=O	1	-3	-5	-0.5	4	-18	-5	3	-2.2	-2

Screens: PubChem, several laboratories
